Bioassay records deposited in PubChem BioAssay by National Center for Advancing Translational Sciences (NCATS).
HEK293 tox – cytotoxic in the GLP-1 receptor inverse agonist counter-screen; HEK293 cAMP-luciferase reporter cells, luminescence, 24 h; Potency, µM (doses to about 38.3 µM), for the others: top-dose activity change, negative = inhibition, actives largely listed as inhibitors; hit rate 0.13% among 410,000; AID 624418;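 also: loss of luciferase light is scored as toxicity; potency is read from the fitted curve at half-maximal effect; % is scaled to controls: 0 for no effect and ±100 for the full control effect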
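Seeding density was 200 cells/uL; after overnight-length (12 h) culture, 23 nL compounds went on for 24 h at 37 °C. Readout used a luciferase detection reagent, luminescence taken after 12 min at room temperature.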
GLP1R ag – activates the human GLP-1 receptor; Potency, µM (highest dose often 45.6 µM), for inactives: at the top dose activation, actives largely listed as activators; HEK293 GLP-1R CRE-luciferase, luminescence, 4-6 h; cells express a hypersensitive GLP-1R form; P43220; AID 624172; hit rate 0.007% among 380,000; also: potency is read from the fitted curve at half-maximal effect; % of control where 0% means no effect
Target sequence (P43220 whole entry, looked up): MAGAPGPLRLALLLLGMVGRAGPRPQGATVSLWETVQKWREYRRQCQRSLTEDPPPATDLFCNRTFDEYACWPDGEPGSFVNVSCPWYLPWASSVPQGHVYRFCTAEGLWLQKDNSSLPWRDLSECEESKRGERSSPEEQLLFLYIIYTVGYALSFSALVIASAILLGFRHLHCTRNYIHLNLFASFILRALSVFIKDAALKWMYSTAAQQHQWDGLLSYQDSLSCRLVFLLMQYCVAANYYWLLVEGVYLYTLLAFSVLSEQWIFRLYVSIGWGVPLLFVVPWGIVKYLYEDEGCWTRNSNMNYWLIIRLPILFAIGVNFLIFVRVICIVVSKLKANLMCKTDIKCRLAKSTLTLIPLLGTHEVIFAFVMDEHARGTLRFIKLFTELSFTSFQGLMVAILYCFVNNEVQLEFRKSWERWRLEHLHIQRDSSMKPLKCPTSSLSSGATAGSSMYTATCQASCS
TDP43 rescue – rescues yeast growth from TDP-43 toxicity; Potency, µM (top dose mostly 46.1 µM), inactives show at the highest dose growth rescue (activation), hits mostly activators; AID 652104; hit rate 1.8% among 410,000; TDP-43 expressing yeast growth rescue, BacTiter-Glo, 24 h; also: potency is read from the fitted curve at half-maximal effect; % of control where 0% means no effect; nearly all actives have a fitted effect of over 50% in size
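Growth rescue of TDP-43-toxic yeast measured as ATP luminescence (BacTiter-Glo). Cells grown to mid-log in raffinose, induced in galactose at OD600=0.02, exposed to compound 24 hr at 30 deg C.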
GLP-1R inv ag – GLP-1 receptor (human) inverse agonism. hit rate 1.6% among 410,000. P43220. HEK293 GLP-1R CRE-luciferase, luminescence, 24 h; GLP-1R form is constitutively active. Potency, µM (top dose mostly 38.3 µM), for inactives: top-dose activity change, negative = inhibition, hits mostly inhibitors. AID 624417; also: potency is read from the fitted curve at half-maximal effect; % is scaled to controls: 0 for no effect and ±100 for the full control effect; nearly all actives have a fitted effect of over 55% in size
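Using stably transfected HEK293 (constitutively active GLP-1R, cAMP-luciferase reporter), compounds were incubated 24 hr and luciferase measured by luminescence.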
DRD3 agonist – activates the human D3 dopamine receptor; D3R DiscoveRx beta-arrestin cells, luminescence, 90 min; P35462; max activation, %; AID 652048; hit rate 0.58% among 410,000; in the data active = max activation above about 30%; also: 0% is about no effect; mostly tested at two doses, the higher about 12 µM
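Agonist-mode cell screen: cells plated at 1500/well and incubated overnight at 37 °C, then exposed to library compounds for 90 min at 37 °C. Detection reagent was added for 30–60 min at room temperature, and luminescence was read.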
aSyn rescue – rescues yeast growth from alpha-synuclein toxicity. Yeast expressing alpha-synuclein, growth rescue, BacTiter-Glo, 24 h. Potency, µM (top dose mostly 46.1 µM), inactives show top-dose growth rescue (activation), actives largely listed as activators. hit rate 0.14% among 370,000; also: potency is read from the fitted curve at half-maximal effect; % of control where 0% means no effect; nearly all actives have a fitted effect of over 65% in size
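Screening used galactose-induced yeast with toxic alpha-synuclein levels, exposed to compound for 24 hr at 30 deg C. Cell growth, read with BacTiter-Glo luminescence, gave the measured signal.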
KB-V1 cytotox – kills drug-selected multidrug resistant KB-V1 cells; AID 1347076; KB-V1 MDR cells viability, CellTiter-Glo, 72 h; hit rate 3.4% among 400,000; Potency, µM (titrated, usually from 46.1 µM), for inactives: top-dose activity change, negative = cytotoxicity, usual class: cytotoxic; also: potency is read from the fitted curve at half-maximal effect; % is scaled to controls: 0 for no effect and ±100 for the full control effect; nearly all actives have a fitted effect of over 60% in size
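Cytotoxicity toward P-gp-expressing KB-V1 cells was determined as loss of CellTiter-Glo luminescence after 72 h at 37 degrees C. Compounds were tested in quantitative HTS format across a concentration range, with curves fitted to normalized data.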
PTHR1 ag – agonists of human PTHR1 parathyroid hormone receptor; hit rate 0.075% among 410,000; Potency, µM (top dose mostly 115 µM), for inactives: at the highest dose activation, usual class: activators; HEK293 GP2 PTHR1 cells, GloSensor cAMP luminescence, 1 h; Q03431; also: potency is read from the fitted curve at half-maximal effect; nearly all actives have a fitted effect of over 55% in size; some results filed as inactive show a strong effect at the top dose; inactives centre near -15; many of its hits are not listed in these tables
Target sequence (Q03431 whole entry, looked up): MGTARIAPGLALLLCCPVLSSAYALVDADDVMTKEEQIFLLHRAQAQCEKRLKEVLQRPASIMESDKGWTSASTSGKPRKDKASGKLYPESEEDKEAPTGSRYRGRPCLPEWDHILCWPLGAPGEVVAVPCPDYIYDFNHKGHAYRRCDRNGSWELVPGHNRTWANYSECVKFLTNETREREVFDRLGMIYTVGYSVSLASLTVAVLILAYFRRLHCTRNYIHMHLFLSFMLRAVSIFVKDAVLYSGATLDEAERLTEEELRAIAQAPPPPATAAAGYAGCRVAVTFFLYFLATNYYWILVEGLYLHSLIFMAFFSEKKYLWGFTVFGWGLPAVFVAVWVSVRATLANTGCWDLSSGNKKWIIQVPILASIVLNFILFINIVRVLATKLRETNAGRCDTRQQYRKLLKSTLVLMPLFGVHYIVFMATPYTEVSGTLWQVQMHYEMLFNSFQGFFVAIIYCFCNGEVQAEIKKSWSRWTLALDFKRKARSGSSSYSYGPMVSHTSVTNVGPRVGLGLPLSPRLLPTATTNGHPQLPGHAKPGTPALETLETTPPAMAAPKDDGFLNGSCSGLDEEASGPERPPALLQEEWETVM
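HEK-293-derived GP2 cells expressing PTHR1 and a GloSensor cAMP reporter, 3,000/well, plated overnight, given luciferin plus IBMX (each 0.5 mM as added) for 1 h at 37 °C, then compound for 1 h at 37 °C. Luminescence was read after 15 min at room temperature.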
D3 antag – D3 dopamine receptor (human) antagonism. max response, negative = inhibition, %. P35462. AID 652054. hit rate 2.5% among 360,000. D3R cells, DiscoveRx beta-arrestin luminescence, antagonist mode; active compounds read low; in the data active = max response below about -50%; inconclusive = no clear call, values can overlap the other calls; also: % is scaled to controls: 0 for no effect and ±100 for the full control effect; mostly tested at two doses, the higher about 12 µM
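Cells expressing the human receptor were seeded at 1500 cells/well, incubated overnight at 37 degrees C in 5% CO2, then exposed to library compounds with dopamine controls for 90 minutes at 37 degrees C before luminescent detection.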
* hit, by the source's call; i = inactive; ? = inconclusive; nt = not tested or not shown; [ ] = another dose, or the depositor's remark. Unless noted, calls follow the shape of the dose curve; as a rule, active = well fitted curve in the direction sought with a large enough effect; inconclusive = small, poorly fitted or top-dose-only effect, or another doubt; inactive = no such curve, though single readings can be large; an effect the other way counts as inactive or inconclusive.

SMILES	HEK293 tox	GLP1R ag	TDP43 rescue	GLP-1R inv ag	DRD3 agonist	aSyn rescue	KB-V1 cytotox	PTHR1 ag	D3 antag
Cc1ccc(C(=O)OCC(=O)c2c[nH]c3ccccc23)cc1	-11.5%	16.3%	-0.8%[0.397 µM]	-5.0%	-2.4	3.5%	-0.8%	i	12.4
O=C(C[C@H]1C/C=C\C[C@H](NC(=O)OCC2c3ccccc3-c3ccccc32)C(=O)OC[C@H]2CCCN2C1=O)NCCO	4.4%	1.3%	12.6%	3.6%	-1.8	2.0%	10.8%	i	-0.3
CCC1CCCCN1C(=O)Cn1c(=O)n(CCCC(=O)NCc2ccco2)c(=O)c2sccc21 (stereo not drawn)	20.6%	-1.1%	-15.6%	8.1%	-15.0	-5.0%	10.0%	-24.3%	4.7
Cn1nc(C(F)(F)F)c(/C=N/OC(=O)c2ccc(Cl)cc2)c1Cl	17.3%	4.7%	15.1%	0.0%	15.2	5.6%	2.0%	i	-10.6
CCOC(=O)c1ccc(NS(=O)(=O)c2c(C)nc3sccn3c2=O)cc1	-6.7%	9.0%	?	-9.1%	1.1	?	-18.8%	i	-24.7
Cc1ccc(NC(=O)CSc2n[nH]c(-c3ccccn3)n2)cc1	?	1.3%	-14.4%	?	4.9	3.2%	-4.5%	i	11.1
Cc1cc(C(=O)COC(=O)Cc2ccc(Br)cc2)c(C)n1C	1.7%	3.5%	?	-17.2%	7.6	9.7%	0.0%	i	10.8
CCOc1cc(NC(=O)c2ccccc2[N+](=O)[O-])c(OCC)cc1NC(=O)CC(C)C	-7.6%	-8.5%	-6.0%	-8.1%	9.2	-0.2%	1.3%	-5.3%[57.5 µM]	2.8
C=CCn1c(SCCN2C(=O)c3ccccc3C2=O)nc2scc(-c3ccc(F)cc3)c2c1=O	0.4%	4.0%	11.5%	-33.2%	2.1	3.5%	?	i	13.0
Cc1cc(C(=O)NCc2cccs2)c(C)o1	-7.8%	-7.9%	-10.6%	16.6%	-1.7	-7.8%	0.6%	-28.6%	9.5
Cc1ccc(S(=O)(=O)N2CCn3cccc3C2C)cc1 (stereo not drawn)	74.4%[activator]	-7.3%	17.2%	1.7%	-1.9	6.2%	13µM*	-38.1%[inhibitor]	-26.9
c1ccc(OCc2nnc(-c3ccccc3)o2)cc1	-5.2%	7.7%	-18.0%	-22.1%	6.9	-0.4%	-1.0%	-0.4%	-1.0
N/C(CC1CC1(Cl)Cl)=N\OC(=O)c1ccccc1 (stereo not drawn)	4.5%	18.0%	17.8µM*	8.1%	2.5	-35.2%[inhibitor]	6.2%	i	10.8
O=C(CN1CCCN(Cc2ccc(F)cc2)S1(=O)=O)Nc1ccc2c(c1)OCCO2	-5.1%	nt	?	-4.2%	1.9	nt	1.1%	i	nt
O=S(=O)(c1ccc(F)cc1)N1CCN(Cc2ccccn2)CC1	4.6%	1.6%	nt	-3.6%	-5.0	-3.6%	-11.5%	-4.3%	-14.7
CC(Sc1nnc(-c2ccncc2)n1C)C(=O)Nc1nccs1 (stereo not drawn)	8.3%	4.6%	-9.7%	1.6%	-10.7	-0.6%	5.3%	i	0.7
O=C1CCCC(=O)C1=Cc1c[nH]c2ccccc12	20.2%	-0.1%	-10.0%	32.0%[activator]	-12.3	-16.0%	0.0%	i	-17.3
COC(=O)/C(C#N)=C/c1c(N2CCN(C)CC2)nc2ccccn2c1=O	-3.1%	9.2%	-10.2%	7.9%	-2.3	-1.3%	-0.2%	-18.5%	1.2
O=c1cnn(-c2ccc(Cl)cc2Cl)c(-c2ccccc2)c1	-4.2%	-3.6%	-7.8%	?	1.7	-4.7%	-2.6%	-10.4%	-17.3
CCc1nc(NCc2ccccc2)c(C#N)c2c1CCCC2	-1.5%	-7.7%	12.2%	1.1%	2.5	6.9%	-7.3%	-25.4%	0.8
COc1cc(C)ccc1OCCOc1ccccc1Cl	-9.5%	0.3%	24.1%	?	1.4	-22.3%	-4.8%	-11.2%	24.8
O=C(COc1ccc(S(=O)(=O)N2CCOCC2)cc1Cl)NCc1ccc2c(c1)OCO2	2.8%	-5.8%	6.2%	-15.9%	2.7	8.1%	?	i	-4.9
O=C(O)COCC(=O)NCc1csc2ccccc12	-4.4%	1.8%	6.9%	2.2%	7.4	-7.4%	23.4%	i	10.1
Cc1nc(NC(=O)COC(=O)CCc2ccccc2)c(Cl)cc1Cl	1.7%	1.2%	?	7.8%	6.8	3.5%	24.2%	i	1.2
COC(=O)CN(c1ccc(C(C)C)cc1)S(=O)(=O)c1c(C)[nH]c(=O)[nH]c1=O	2.6%	0.4%	11.6%	10.1%	5.4	2.1%	0.9%	-20.8%	14.5
CCc1ccc(NC(=O)N2CCN(Cc3nc4ccc(C)cc4o3)CC2)cc1	-28.7%	nt	?	?	4.8	nt	0.6%	i	nt
CC(C)(C)CNC(=O)[C@]1(C)CCC[C@@]2(C)C3CC[C@@]4(C)C[C@]3(CCC21)CC4=O (stereo partly drawn)	1.7%	9.0%	17.3%	?	7.3	-0.5%	-0.5%	i	0.2
COc1cc(OC)c(NS(=O)(=O)c2c(C)[nH]c(=O)[nH]c2=O)cc1Cl	5.6%	-1.1%	-1.6%	10.2%	-7.1	-0.3%	0.0%	i	-19.9
CCn1cc(C(=O)O)c(=O)c2cc(F)c(N3CCN(C(=S)NC(=O)c4ccccc4)CC3)cc21	0.8%	12.7%	1.0%	44.2%	-3.0	-10.9%	3.1%	-17.0%	-11.5
COC(=O)c1cc(OC)c(OC)cc1N=CC1=C(O)CC(C)(C)CC1=O	-7.4%	2.7%	0.0%	5.1%	7.3	3.8%	2.3%	i	6.3
COc1cccc(=O)c2c(C)n(C)c(C)c12	3.3%	2.5%	24.7%	10.0%	-5.3	-0.5%	2.5%	-1.2%	-7.4
Oc1ccc(-c2cn3cc(C(F)(F)F)ccc3n2)cc1	16.3%[1.53 µM]	3.4%	-7.8%	?	-9.9	-2.9%	-28.6%	-17.1%	-25.7
CCOC(=O)[C@]12CCC=C1N(Cc1cccc3ccccc13)C(=O)[C@H](CC(=O)NCC13CC4CC(CC(C4)C1)C3)C2	1.9%	-0.3%	20.4%	?	2.5	6.9%	?	i	20.2
Cc1ccc(NS(=O)(=O)c2ccccc2)c([N+](=O)[O-])c1	0.0%	0.8%	27.0%	2.8%	-0.3	5.8%	12.5%	-12.5%	-14.2
CCOC(=O)CNC(=O)c1c(C)nn(-c2ccccc2)c1Cl	-0.8%	-6.6%	19.0%	32.8%[activator]	-3.2	-3.1%	-3.7%	i	-22.9
CN(CC(=O)Nc1ccc(F)c(F)c1F)C(=O)c1nn(Cc2ccccc2)c(=O)c2ccccc12	-2.4%	6.8%	3.3%	-17.1%	1.2	1.0%	5.6%	i	2.4
CC(C)Nc1nnc(SC(C)C(=O)Nc2ccc(Cl)cn2)s1 (stereo not drawn)	7.4%	-0.2%	14.7%	-2.1%	6.1	4.9%	15.9%	-19.0%	12.6
CC(=O)Nc1ccc(S(=O)(=O)NCC2CCC(C(=O)NCCCN(C)Cc3ccccc3)CC2)cc1 (stereo not drawn)	-1.2%	-3.1%	-3.7%	?	-12.3	0.6%	0.0%	-16.5%	-0.9
Cc1ccc(-n2ncc3c(SCc4ccccc4)ncnc32)cc1	20.3%	5.3%	3.5%	66.1%[activator]	-6.7	5.8%	-8.2%	-66.4%[inhibitor]	-29.3
O=C(Nc1ccccc1)N1CCC(C(=O)N2CCCC(C(F)(F)F)C2)CC1 (stereo not drawn)	5.1%	3.6%	-10.5%	7.4%	-26.8	-3.9%	nt	-21.3%	-3.1
CN(C(=O)COC(=O)c1ccc(F)c(S(=O)(=O)N2CCOCC2)c1)C1CCS(=O)(=O)C1 (stereo not drawn)	2.4%	-6.2%	17.8%	2.3%	4.3	-3.2%	25.5%	i	19.7
CC12CCC(C(=O)N3CCCc4ccccc43)(OC1=O)C2(C)C (stereo not drawn)	-1.0%	-2.2%	-0.8%	-19.2%	-5.3	2.8%	?	-0.5%	7.3
O=C(COC(=O)c1ncc(Cl)c(Cl)c1Cl)Nc1ccc(Cl)cn1	19.4%	-18.6%	13.8%	-4.0%	-16.6	-2.0%	1.0%	i	-8.2
O=C(C1CCN(S(=O)(=O)Cc2ccccc2)CC1)N1CCN(c2ccccc2)CC1	-0.7%	nt	22.5%	-0.6%	3.0	nt	0.0%	-5.4%	nt
Nc1[nH]c(=O)[nH]c(=O)c1N=Nc1cccc(Cl)c1	-6.5%	-4.5%	16.0%	11.8%	-4.3	-6.1%	11.0%	-83.0%	-7.5
O=C1NCC(Nc2ccccc2)C(=O)N1 (stereo not drawn)	-6.7%	-0.1%	-16.6%	0.6%	9.2	-0.2%	?	i	8.4
CCOc1cc(C2C(C(=O)N3CCCCC3)=C(C)NC3=C2C(=O)CCC3)cc(Br)c1O (stereo not drawn)	-6.9%	9.0%	-7.1%	0.0%	8.3	3.0%	9.0%	-10.2%	-12.0
Cc1ccc(-c2nc(C3CCN(S(=O)(=O)c4ccc(C(F)(F)F)cc4)CC3)no2)cc1	-5.8%	-7.7%	4.3%	18.5%	3.5	0.7%	0.0%	i	-9.7

Two of the compounds above, as labelled records.
Nc1[nH]c(=O)[nH]c(=O)c1N=Nc1cccc(Cl)c1
  HEK293 tox: -6.5%
  GLP1R ag: -4.5%
  TDP43 rescue: 16.0%
  GLP-1R inv ag: 11.8%
  DRD3 agonist: -4.3
  aSyn rescue: -6.1%
  KB-V1 cytotox: 11.0%
  PTHR1 ag: -83.0%
  D3 antag: -7.5

CCOc1cc(C2C(C(=O)N3CCCCC3)=C(C)NC3=C2C(=O)CCC3)cc(Br)c1O (stereo not drawn)
  HEK293 tox: -6.9%
  GLP1R ag: 9.0%
  TDP43 rescue: -7.1%
  GLP-1R inv ag: 0.0%
  DRD3 agonist: 8.3
  aSyn rescue: 3.0%
  KB-V1 cytotox: 9.0%
  PTHR1 ag: -10.2%
  D3 antag: -12.0

Only part of the results is shown, so the mix of outcomes need not match the whole.
